Screens (PubChem)
HTR5A ag: HTR5A agonists in luminescence cell assay, primary screen, counter-screen for OPRM1-OPRD1 heterodimer agonist project, full-deck HTS. activation, % at 9.3 µM. cell-based. 340,000 tested, 0.61% active; in the data active = activation mostly above about 9.5%, no sharp cut-off; inactive = mostly below about 7.6%;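 also: 0% = cells with vehicle only and 100% = reference agonist; strong numbers were not always called active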
Target sequence (P47898 whole entry, looked up): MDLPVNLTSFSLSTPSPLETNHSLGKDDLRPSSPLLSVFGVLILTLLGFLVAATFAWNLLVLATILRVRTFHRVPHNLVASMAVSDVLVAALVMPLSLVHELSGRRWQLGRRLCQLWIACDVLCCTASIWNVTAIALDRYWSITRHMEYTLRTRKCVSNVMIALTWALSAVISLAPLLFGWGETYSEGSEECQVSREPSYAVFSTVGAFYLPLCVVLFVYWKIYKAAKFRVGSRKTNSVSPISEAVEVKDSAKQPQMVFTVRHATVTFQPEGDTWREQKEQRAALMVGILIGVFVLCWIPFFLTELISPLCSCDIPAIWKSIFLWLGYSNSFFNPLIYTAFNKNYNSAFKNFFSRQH
SUMO Mot1 rescue: yeast Mot1-301 growth rescue at high temperature, primary screen, SUMOylation pathway inhibitor project, S. cerevisiae, ATP luminescence, 38.5C | S. cerevisiae Mot1-301 growth rescue; percent above DMSO median, 100 means doubled | 320,000 tested, 1% active | AID 2716, 2010 | growth rescue, % at 18.8 µM;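 active = every valid replicate shows activation above 250% relative to neutral control wells; inactive = the rest, any valid replicate at or below 250%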;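 also: OY570 slx delta 5 strain wells were the positive control but not used for scaling; some compounds called inactive have numbers as strong as hits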
PKA-R1A activ: activators of PKA-R1A holoenzyme, primary screen, biochemical, fluorescence polarization, Cy5-IP20, bovine R1A, mouse PKAc. 340,000 tested, 0.083% active. cAMP-dependent protein kinase type I-alpha regulatory subunit (Bos taurus) + …. activation, % at 11.4 µM. PKA-R1A dissociation; scaled: DMSO 0%, 113 µM cGMP 100%;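 active = percent activation above the mean of all tested compounds plus 3 SD, cut at about 19% in these data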;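 also: higher means more PKAc released from R1A so a rise in polarization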
AddAB inh: growth inhibition of E. coli expressing H. pylori AddAB, primary screen, AddAB inhibitor project, absorbance; inhibition, % at 11.9 µM; 330,000 tested, 0.29% active; in the data active = inhibition above about 12%;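 also: 0% = vehicle wells of infected cells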
HTR5A inv ctr: HTR5A inverse agonists in luminescence cell assay, primary screen, counter-screen for OPRM1-OPRD1 heterodimer inverse agonist project, full-deck HTS | AID 504634, 2011 | inhibition, % at 9.3 µM | 340,000 tested, 0.083% active | HTR5A cell line, inverse agonism | 5-hydroxytryptamine receptor 5A (Homo sapiens), P47898; in the data active = inhibition mostly above about 23%, no sharp cut-off; inactive = mostly below about 18%;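 also: 0% = cells with DMSO and 100% = no-cell wells with DMSO; some compounds called inactive have numbers as strong as hits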
Tat export inh: E. coli Tat export inhibitors, primary screen, MC4100, TorA-mCherry reporter, fluorescence, single point; inhibition, % at 10 µM; 340,000 tested, 0.036% active;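 active = mean replicate inhibition at least 50% and at least half of replicates individually reaching 50%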;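 also: exported cargo escapes ClpAP degradation while cytoplasmic cargo is degraded and loses fluorescence; 0% = median of neutral control wells and 100% = median of NaSCN control wells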
phage Ecoli inh: growth loss of phage-infected E. coli, primary screen, RecBCD inhibitor project, absorbance, with phage, HTS; inhibition, % at 11.9 µM; 360,000 tested, 0.26% active; in the data active = inhibition above about 11%
Ecoli viability: E. coli V3065 growth inhibition, primary screen, counter-screen for AddAB inhibitor project, absorbance, OD600. 18 h. AID 449728, 2010. 330,000 tested, 0.27% active. inhibition, % at 11.9 µM;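 active = inhibition above the campaign's mean inhibition across all tested compounds plus 3 SD, cut at about 9.9% in these data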;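 also: uninfected addAB+ strain grown without phage in ampicillin broth; 0% = DMSO wells and 100% = ciprofloxacin 0.95 µg/ml wells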
PKA-R2B activ: activators of PKA-R2B holoenzyme, primary screen, biochemical, fluorescence polarization, Cy5-IP20, human; 340,000 tested, 0.079% active; cAMP-dependent protein kinase catalytic subunit beta (Homo sapiens) + cAMP-dependent …; PKA-R2B holoenzyme dissociation; R2B truncated from residue 108, S112A mutant; 0% DMSO only, 100% 113 µM cGMP; activation, % at 11.4 µM;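 active = activation above a cutoff set at the mean over all compounds plus 3 SD, cut at about 18% in these data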;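 also: higher means more holoenzyme dissociation and a rise in polarization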
DAGLB inhibitor: DAGLB lipase inhibitors, primary screen, biochemical, fluorescence, HTS; 340,000 tested, 0.059% active; HEK293T DAGLB membrane lysate, EnzChek fluorogenic substrate; Diacylglycerol lipase-beta (Homo sapiens), Q8NCG7; AID 504411, 2011; inhibition, % at 5.17 µM; in the data active = inhibition above about 34%;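 also: 0% = enzyme with vehicle and 100% = wells lacking enzyme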
CDK5 inh: inhibitors of human CDK5/p35 kinase, primary screen, biochemical, single concentration. Cyclin-dependent kinase 5 (Homo sapiens) + Cyclin-dependent kinase 5 activator 1 (Homo …. Recombinant CDK5/p35, ADP-Glo luminescence, 60 min. inhibition, % at 10 µM. 330,000 tested, 0.01% active. AID 488839, 2010;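 active = highest replicate inhibition of at least 50% and at least 75% of replicates reaching 50%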;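 also: plate controls were DMSO neutral control for no effect and GW8510 at 10 µM for full effect; many of its hits are not listed in these tables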
The depositor's hits bear a star; nt = not tested or not shown.

SMILES	HTR5A ag	SUMO Mot1 rescue	PKA-R1A activ	AddAB inh	HTR5A inv ctr	Tat export inh	phage Ecoli inh	Ecoli viability	PKA-R2B activ	DAGLB inhibitor	CDK5 inh
Cc1ccc(CN2CCN(Cc3cccc(OCCO)c3)CC2CCO)o1 (stereo not given)	0	2	-17	-1.5	0	9	2.0	-1.8	1	-2	0.1
CC1CCN(C(=S)NC(=O)c2ccccc2Br)CC1	1	22	-2	-2.5	-9	-9	1.1	1.6	-1	0	1.3
COc1ccccc1CNC(=O)COC(=O)CNS(=O)(=O)c1ccc(NC(C)=O)cc1	-2	-1	-5	4.0	-6	-10	1.6	1.6	-9	0	-0.8
Cn1cc(S(=O)(=O)N2CCOCC2)cc1C(=O)O	3	12	-10	2.3	-11	-2	2.4	1.4	7	0	-0.2
CCCCNc1ccc(C(F)(F)F)cc1S(=O)(=O)NCCc1ccc(F)cc1	2	nt	-18	-1.4	-6	18	-1.8	-0.4	0	-10	-1.7
CS(=O)(=O)N(CCc1ccccc1)CC(=O)NCc1ccco1	4	-17	-10	-2.1	-12	4	-1.6	0.4	7	0	1.4
O=C(Nc1nnc(SCc2c(Cl)cccc2Cl)s1)c1cccc([N+](=O)[O-])c1	5	4	4	1.3	-7	5	3.4	0.3	-5	0	0.6
Oc1ccccc1-c1nnc2n1CCCCC2	1	2	2	nt	-4	-4	-0.1	nt	4	1	1.1
COc1ccc(C)cc1NC(=O)c1ccc(NS(=O)(=O)c2cccs2)cc1	0	109	4	4.1	-27	-2	0.0	0.6	-14	0	2.9
Cc1nc2ccccc2c(C)c1CC(=O)OC(C)C(=O)NC1(C#N)CCCCC1 (stereo not given)	2	3	2	1.9	-6	5	2.2	1.6	-6	-1	1.4
CCOC(=O)CN1C(=N)N(c2nc(NC(C)C)nc(NC(C)C)n2)CC1=O	-1	21	-5	1.5	-2	17	2.0	0.1	1	2	0.5
O=C(N/N=C/c1cc2c(cc1Br)OCO2)C1COc2ccccc2O1 (stereo not given)	2	6	-2	1.6	21	1	0.4	2.4	10	-7	0.2
O=C(CN1CCN(Cc2cccc(F)c2)CC1)Nc1ccccc1F	1	2	6	4.8	-3	5	1.4	-2.0	-6	-3	0.3
Cc1ccccc1-n1c(O)cc(=O)[nH]c1=S	1	-2	5	1.9	12	16	7.3	1.8	-3	0	-5.9
COCCSc1ccccc1C(=O)NCCc1ccccc1	2	nt	12	0.5	-4	-2	0.4	-0.4	-4	-1	-1.4
CCCN1CC=C2C(C#N)=C(N)C(C#N)(C#N)C(c3cccc(OC)c3OC)C2C1 (stereo not given)	4	1	-10	2.5	-6	6	0.3	-2.3	-5	-2	4.2
CC(C)COC(=O)N1CC(O)CC1C(=O)O (stereo not given)	1	8	-17	1.8	-2	-5	1.3	1.4	-5	-1	-2.1
O=S(=O)(NCc1cccnc1)c1ccc(Cl)c(Cl)c1	-6	nt	4	1.5	5	-2	1.0	3.7	-13	2	0.8
O=C(CSC(=S)N1CCOCC1)Nc1nc(-c2ccccc2)c(-c2ccccc2)o1	5	-3	-16	-3.4	-16	0	-2.5	-4.1	-4	-1	-1.8
O=C(CCn1c(=O)sc2ccccc21)NC1=NCCS1	3	-34	-3	0.3	11	25	4.7	1.6	-5	3	0.3
NC(=O)c1cc([N+](=O)[O-])ccc1NCc1ccc(N)cc1	6	22	7	3.1	-19	3	2.2	0.3	4	4	4.5
